# M. tuberculosis GlmU – inhibition of mycobacterial GlmU enzyme – biochemical, glucosamine-1-phosphate acetyltransferase (AID 1376). inhibition, %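 (tested at 30 µM in the primary screen)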; hits with a dose series show IC50 in µM. M. tuberculosis GlmU acetyltransferase enzyme assay; higher % means a stronger effect. 220,000 compounds, 0.25% hits; in the data active = inhibition above about 13%;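 also: 0% = complete reaction with vehicle and 100% = reaction without substrate; strong numbers were not always called active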
# Mtb RmlCD inh – M. tuberculosis RmlC/RmlD inhibition; AID 1533; RmlC+RmlD coupled enzyme assay, percent inhibition; primary screen in compound mixtures; P9WH09+P9WH11; inhibition, % at 3.6 µM; 160,000 compounds, 0.03% hits; in the data active = inhibition mostly above about 34%, no sharp cut-off; also: some results filed as inactive read as strong as hits
# Target sequence (P9WH09 whole entry, looked up): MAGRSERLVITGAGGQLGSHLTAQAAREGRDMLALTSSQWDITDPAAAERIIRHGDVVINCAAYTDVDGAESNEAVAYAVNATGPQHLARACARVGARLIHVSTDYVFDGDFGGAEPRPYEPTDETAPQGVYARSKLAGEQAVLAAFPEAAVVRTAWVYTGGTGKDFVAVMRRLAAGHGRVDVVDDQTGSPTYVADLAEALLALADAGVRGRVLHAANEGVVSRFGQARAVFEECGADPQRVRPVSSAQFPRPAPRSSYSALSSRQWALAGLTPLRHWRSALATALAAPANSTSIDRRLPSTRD
# Target sequence (P9WH11 whole entry, looked up): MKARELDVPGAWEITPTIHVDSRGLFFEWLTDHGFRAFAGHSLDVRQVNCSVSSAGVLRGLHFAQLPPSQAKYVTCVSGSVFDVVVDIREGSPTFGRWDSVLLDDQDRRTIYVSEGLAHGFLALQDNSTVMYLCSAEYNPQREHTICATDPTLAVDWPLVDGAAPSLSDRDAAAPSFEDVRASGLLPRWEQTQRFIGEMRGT
# Starred values were filed as active, the others as inactive; · = not tested or not shown.
# Values run as follows: M. tuberculosis GlmU	Mtb RmlCD inh
CCOc1ccc(S(=O)(=O)Nc2ccc(C(=O)N/N=C(\C)c3ccc(-n4ccnc4)cc3)cc2)cc1
→ 2.7%	-6
Cc1ccc(-c2nc3c(cnn3-c3ccccc3)c(=O)o2)cc1
→ -1.7%	3
O=C/C(=C\Nc1ccccn1)c1nc2cc(Cl)ccc2o1
→ -1.6%	·
CCOc1ccc(C2C(C#N)=C(C)NC3=C2C(=O)c2ccccc23)cc1 (stereo not drawn)
→ 2.8%	-8
CCSc1ccccc1C(=O)Nc1nncs1
→ -3.0%	·
C=CCNC(=O)CSc1nc2cc(C(=O)OCC)ccc2n1CC
→ -0.1%	·
Cc1ccc(NC(=S)N(Cc2ccccc2)Cc2cccs2)c(C)c1
→ 5.3%	2
COc1ccc(-c2[nH]ncc2-c2cscn2)c(O)c1
→ -1.9%	60
Cc1ccc(NC(=O)CSc2nnc(Cn3cnc4ccccc43)o2)c(C)c1
→ 2.5%	·
N#CCSc1nc(-c2ccccc2)c2cc(Cl)ccc2n1
→ 3.2%	·
O=C(C1Cc2ccccc2O1)N1CCCCC1 (stereo not drawn)
→ -2.1%	·
O=C1c2cnccc2CN1Cc1ccccc1
→ 1.6%	6
Cc1cc(SCC(=O)Nc2ccccc2C)nc(C)n1
→ 4.5%	-4
CCOC(=O)c1sc2nc(C(C)C)c3c(c2c1N)CCC3
→ 2.3%	-5
CN(Cc1ccccc1)C(=O)COC(=O)c1cc(Cl)nc(Cl)c1
→ 1.4%	3
CCCOc1c(OC)cccc1C1CC(=O)Nc2cc3c(cc21)OCCO3 (stereo not drawn)
→ -4.0%	7
COc1ccc(/C=C/C(=O)N2CCN(S(=O)(=O)/C=C/c3ccccc3)CC2)cc1OC
→ 1.6%	·
COc1ccc2cc(Br)ccc2c1CC(=O)NCC1CCCO1 (stereo not drawn)
→ -1.8%	-12
Cc1cc(C)n2ncc(/C(N)=N/OC(=O)c3ccccc3F)c2n1
→ 0.1%	-5
CCOC(=O)Nc1ccc2c(c1)OCO2
→ 1.3%	·
Cc1ccc(C(=O)NNC(=O)c2ccco2)cc1
→ -6.8%	·
c1ccc(-c2noc(CN3CCc4sccc4C3)n2)cc1
→ -0.9%	-12
CC(NC(=O)CNC(=S)N(Cc1ccccc1)Cc1cccnc1)c1ccccc1 (stereo not drawn)
→ 2.3%	3
O=C(Oc1ccc(-c2ccccc2)cc1)N1CCOCC1
→ 5.6%	·
Cc1cc(C(F)F)n2ncc(C(=O)NCc3ccccc3C(F)(F)F)c2n1
→ 1.4%	-2
COc1ccc2[nH]c(C(=O)N3CCCN(Cc4ccc(F)cc4)CC3)cc2c1
→ -3.2%	11
C/C(CC(=O)Nc1ccccc1F)=N\NC(=O)Cc1ccc(Cl)cc1
→ -5.1%	0
Cc1nn(C)c(Cl)c1NC(=O)OCc1ccc(F)cc1
→ -0.6%	·
COC(=O)CCC(=O)Nc1cccc(C(=O)Nc2cccc(Cl)c2)c1
→ -0.3%	10
NC(=O)C1(NC(=O)[C@@H]2CC3(CC(c4cccc(NC(=O)[C@@H]5CCC(=O)N5)c4)=NO3)CN2C(=O)Cc2ccc(Cl)cc2)CC1 (stereo partly drawn)
→ -1.0%	·

# Profiles, looked up by structure. Order of screens: M. tuberculosis GlmU	Mtb RmlCD inh
# `O=C(Oc1ccc(-c2ccccc2)cc1)N1CCOCC1` in the list: 5.6%	·
# `COc1ccc(-c2[nH]ncc2-c2cscn2)c(O)c1` in the list: -1.9%	60
# `CCOc1ccc(C2C(C#N)=C(C)NC3=C2C(=O)c2ccccc23)cc1` (stereo not drawn) in the list: 2.8%	-8
# `Cc1nn(C)c(Cl)c1NC(=O)OCc1ccc(F)cc1` in the list: -0.6%	·

# Continuation.
# Values run as follows: M. tuberculosis GlmU	Mtb RmlCD inh
CN(CCOc1ccc(C=C2C(=O)NC(=O)NC2=O)cc1)c1ccccn1
→ 0.8%	·
COc1ccccc1NC(=S)N(CCc1ccc(OC)c(OC)c1)Cc1ccccn1
→ -2.3%	15
COc1ccc(-c2nc(N)ncc2Oc2ccccc2Br)c(O)c1
→ 3.4%	·
COc1cccc(N(C(=O)c2cnccn2)C(C(=O)NC2CCCCC2)c2ccc(Cl)cc2)c1 (stereo not drawn)
→ -5.5%	3
Cc1cccc(C)c1NC(=S)N/N=C/c1ccccc1C(=O)O
→ 0.8%	-9
O=C(N/N=C/c1cccnc1)c1ccc(Cn2cc([N+](=O)[O-])cn2)o1
→ 2.5%	-14
CCN1CCN(Cc2cc(OC)c(OC)cc2[N+](=O)[O-])CC1
→ 3.5%	·
CCCn1c(SCC(=O)Nc2ccc3c(c2)OCCO3)nnc1-c1ccco1
→ 5.7%	-11
Cc1ccc(C(=O)OCC(=O)Nc2ccc3c(c2)OCO3)o1
→ -5.4%	·
O=C(NCCCNC(=O)c1cncc(O)c1)c1cncc(O)c1
→ 4.6%	3
O=C(COc1cc(Cl)c(Cl)cc1Cl)Nc1ccncc1
→ 6.3%	·
Cc1cc(C)n(-c2ccc(C(=O)Nc3ccc(C)c(S(=O)(=O)N(C)C)c3)cc2)n1
→ -6.7%	·
COc1ccc(NC(=O)CN2CCN(C(=O)c3ccco3)CC2)c(OC)c1
→ -1.2%	13
CC1(C)CC(=O)C2=C(C1)NC1=C(C(=O)c3ccccc31)C2c1ccc(O)cc1 (stereo not drawn)
→ -11%	·
COc1ccccc1CCN1C(=S)NC(C)(C)CC1(C)O (stereo not drawn)
→ 3.6%	·
O=C1NC(C(=O)O)=CC(c2ccc([N+](=O)[O-])cc2)N1 (stereo not drawn)
→ 7.6%	7
COc1cc(OC)c(C2Oc3nc(SC)nnc3-c3ccccc3N2C(C)=O)cc1OC (stereo not drawn)
→ 4.5%	17
CCOC(=O)c1c(C)n(CC(O)c2ccccc2)c2ccc(O)cc12 (stereo not drawn)
→ -3.7%	·
CCn1ncc(C2=NOC(C(=O)N3CCC(C(N)=O)CC3)C2)c1C (stereo not drawn)
→ 1.9%	·
CCOC(=O)Cc1cc(=O)[nH]c(Nc2nc3ccccc3o2)n1
→ 8.4%	4
Cc1cccc(C(=O)NNC(=O)CN2C(=O)c3ccccc3C2=O)c1
→ -1.2%	9
CC(=O)Nc1ccc(S(=O)(=O)Nc2ccc3c(c2)C(=O)OC3)cc1
→ 7.9%	·
COc1cc2nc(SCC(=O)NCCc3ccccc3)n(Cc3ccco3)c(=O)c2cc1OC
→ -1.1%	·
CCOC(=O)N1CCN(C(=O)C(=O)NN)CC1
→ 2.7%	-11
CCn1c2ccc(F)cc2c2nc3ccccc3nc21
→ 2.4%	·
Cc1cc(=O)[nH]c(Cc2ccc(OC(C)C)cc2)n1
→ -3.0%	-9
CSc1ccc(S(=O)(=O)Nc2c(C)cccc2C)cc1
→ 3.4%	4
Cc1cc(C)c(S(=O)(=O)c2ccccc2C)c(OCCO)n1
→ -3.6%	3
COc1ccccc1-c1cc(C(=O)N/N=C\c2cn(C)nc2C)c2ccccc2n1
→ 4.3%	·
Cc1cc(C)cc(Nc2cc(C)nc3nc(C)nn23)c1
→ 1.3%	5
CCSc1nnc(NC(=O)/C=C/c2ccc3c(c2)OCO3)s1
→ -0.8%	5
O=C(NCc1ccccc1)c1onc(CSc2ccc(F)cc2)c1C(=O)NCc1ccccc1
→ -2.3%	·
O=S(=O)(CC(O)COc1ccc(Br)cc1)c1ccccc1 (stereo not drawn)
→ -3.6%	11
CCCCOc1ccc(C(=O)Nc2ccncc2)cc1
→ 8.0%	3
CCc1nnc(NC(=O)[C@@H]2CCCN2S(=O)(=O)c2ccc3c(c2)OCCO3)s1
→ 0.3%	-8
CC(C)CC(=O)c1c[nH]c(C(=O)NCC2CCCO2)c1 (stereo not drawn)
→ -4.1%	1
CCN(CC)c1ccc2c(c1)CCCN2
→ 0.3%	·
CCc1nnc(NC(=O)CSc2nnc(-c3ccc(NS(=O)(=O)c4ccccc4)cc3)o2)s1
→ 3.5%	11
COc1ccc(CCN(C(=O)/C=C/C(=O)O)C2CC(=O)N(c3ccccc3)C2=O)cc1 (stereo not drawn)
→ -3.2%	4
Cn1nc(C(F)(F)F)c(-c2ccc(F)cc2)c1NC(=O)Nc1ccc(F)cc1
→ 1.7%	-6
Fc1ccc(NCc2nnc(SCc3nnc(-c4ccccc4)o3)n2CC2CCCO2)cc1 (stereo not drawn)
→ 0.2%	10
CCN(CC)CCCNc1nnc(C)c(=O)[nH]1
→ 0.1%	·
Cc1ccccc1CSCCNC(=S)Nc1ccccc1
→ -5.1%	·
COc1ccccc1N1C(=O)C2C(C(=O)c3ccccc3)=NN(c3ccccc3OC)C2C1=O (stereo not drawn)
→ -3.4%	7
CC(=O)NC1C(OCc2ccccc2)OC2COC(C)(C)OC2C1O (stereo not drawn)
→ -6.8%	-3
CCCn1nc(Oc2nc(NCC)nc(NCC)n2)ccc1=O
→ 3.0%	21
Cc1cc(C)c(NC(=O)CSc2nncn2-c2cccnc2)c(C)c1
→ 5.7%	0
CCOC(=O)CNc1c(-c2ccc(O)cc2)nc2ccccn12
→ 2.2%	-10
Cn1c(=O)c2c(nc(N3CCOCC3)n2CCNC2=NCCC2)n(C)c1=O
→ -3.3%	·
COc1ccc(NC(=O)c2cc(Br)c(Br)s2)cn1
→ 0.0%	17

# (cont.)
# Values run as follows: M. tuberculosis GlmU	Mtb RmlCD inh
O=C1NC(c2ccccc2)(C(F)(F)F)SC2=CCCCCN12 (stereo not drawn)
→ 2.9%	1
O=C(NCc1ccc2c(c1)OCO2)C1CCC(=O)N1C1CCCC1 (stereo not drawn)
→ 4.6%	39
CCCCc1c(C)nc2c(OC)cccc2c1SCC(=O)O
→ -5.7%	9
CCn1c(SCC(=O)NC(C)(C)C)nnc1-c1ccncc1
→ -1.4%	2
O=C(COc1ccc(F)cc1)N1CCc2ccccc2C1
→ -3.4%	17
CCOC(=O)C1C(=O)OC2(CCCCC2)C1C(=O)OCC (stereo not drawn)
→ 3.4%	3
Cc1ccc(OCC(=O)NCCN2CCCC2)cc1
→ 1.9%	·
CN(C)C(=O)Oc1cccc(NC(=O)N2CCOCC2)c1
→ -0.6%	-4
COc1ccc(N(C(=O)C2COc3ccccc3O2)C(C(=O)NC2CCCCC2)c2ccccc2)cc1OC (stereo not drawn)
→ -0.4%	·
O=C(CSc1nccc(-c2cccs2)n1)Nc1ccccc1
→ 3.4%	·

# Part of the list above, comma-delimited.
smiles,M. tuberculosis GlmU,Mtb RmlCD inh
CCn1c(SCC(=O)NC(C)(C)C)nnc1-c1ccncc1,-1.4%,2
COc1ccc(N(C(=O)C2COc3ccccc3O2)C(C(=O)NC2CCCCC2)c2ccccc2)cc1OC (stereo not drawn),-0.4%,·

# Going on with the list.
# Values run as follows: M. tuberculosis GlmU	Mtb RmlCD inh
CCNC(=O)COC(=O)c1cc(-c2ccccc2)nn1-c1ccccc1
→ 2.0%	-11
COc1cc(C2C3=C(CCCC3=O)Nc3[nH]n(-c4ccccc4)c(=O)c32)cc(OC)c1OC (stereo not drawn)
→ 1.0%	4
CCNc1ccc(C(=O)OCC)cc1NC(=O)c1cccc(S(=O)(=O)N(C)c2ccccc2)c1
→ 1.5%	0
COC(=O)c1ccc(S(=O)(=O)N2CCCCCC2)n1C
→ 13%*	8
COc1ccc(N=C2SC(C(=O)N3CCN(c4ccccc4)CC3)CC(=O)N2C)cc1 (stereo not drawn)
→ -8.1%	·
CC(C)(C)OC(=O)NCCCCCc1nnc(SCC(=O)Nc2cccc(Cl)c2)o1
→ -0.2%	·
Cc1ccc(C)n1/N=C1/NC(=O)CS1
→ 2.8%	·
O=C(O)CCCCCN1C(=O)C2CCCCC2C1=O (stereo not drawn)
→ -0.9%	-9
CCCC1(c2ccccc2)NC(=O)N(CC(=O)Nc2cc(C)on2)C1=O (stereo not drawn)
→ 2.8%	2
O=c1[nH]c2ccc(Cl)cc2c(-c2ccccc2)c1N1CCOCC1
→ -2.4%	-6
COc1cccc(C(=O)NNc2nc(C)cc(C)n2)c1
→ 0.6%	-3
COc1ccc(Cl)cc1C(=O)NNC(=O)C1COc2ccccc2O1 (stereo not drawn)
→ -2.2%	-9
C=CCNC(=O)COc1ccc(N(C)S(=O)(=O)c2ccc(NC(C)=O)cc2)cc1
→ 3.4%	-7
COc1ccc(C(=O)Nc2cc(C)nn2-c2nc3ccccc3[nH]2)c(OC)c1
→ -1.9%	7
Cc1ccc2c(CC(=O)O)coc2c1C
→ 0.2%	13
Cc1ccc(S(=O)(=O)NC(=O)Nc2ccc(Cl)cn2)cc1
→ 5.7%	·
CN(CC(=O)N1CCN(c2ccccn2)CC1)S(=O)(=O)c1ccc(Br)cc1
→ -7.3%	9
CC(NCc1ccc(N(C)C)cc1)C1CC2CCC1C2 (stereo not drawn)
→ -1.8%	-9
COCCNC(=O)c1sc2ncn(CC(=O)Nc3ccc(C)c(Cl)c3)c(=O)c2c1C
→ 2.8%	-6
CCOc1ccccc1NC(=O)COn1nnc2ccccc21
→ 3.3%	·
Cc1c(C(=O)Nc2ccccc2C(=O)N2CCCC2)cccc1[N+](=O)[O-]
→ 2.6%	-11
Cc1cc(C)c2c(n1)nn1c(NCCOCCO)cc(C)nc21
→ 4.0%	2
O=C(c1sc2ccccc2c1Cl)N1CCN(c2ncccn2)CC1
→ 6.6%	-8
CCCNC(=O)c1ccccc1C(=O)NCCC
→ -2.5%	0
CCc1ccc(NC(=O)C2CCCN(S(C)(=O)=O)C2)cc1 (stereo not drawn)
→ -3.9%	4
Cc1ccc(S(=O)(=O)Nc2ccc(C(=O)OCC(=O)N(CCC#N)c3ccccc3)cc2)cc1C
→ 2.7%	-9
O=c1c2oc3ccccc3c2ncn1Cc1ccccc1Cl
→ -2.4%	12
COc1cc(N2C(=O)c3ccccc3C2=O)c(Cl)cc1C(=O)OCC(=O)NCc1ccco1
→ 1.6%	·
Nc1nc(SCC(=O)NCc2ccco2)[nH]c(=O)c1-c1ccccc1
→ 3.7%	·

# Assay outcomes deposited in PubChem by several laboratories.

# Not all compounds are listed (hit frequency here may not be typical).
